# MITF TRPM1 inh = inhibitors of MITF-driven TRPM1 promoter in melanoma cells | SK-MEL-5 TRPM1 promoter luciferase, 24 h | inhibition, % at 12.5 µM | 330,000 tested, 0.83% active | AID 488899;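 active = mean inhibition across replicates of 60% or more, whatever share of single replicates reaches that level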; also: values of inactives mirror those of a sister screen read the other way
# KKLEB tox = reduces viability of KKLEB cystic fibrosis airway cells. KKLEB CF airway cells viability, ATPlite luminescence, overnight; stronger effect = lower value; cells stimulated with P. aeruginosa culture filtrate. activity change (cytotoxicity), % at 5 µM. 360,000 tested, 0.36% active;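 active = corrected activity change at or below -50% at 5 µM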
# NR2E3 ag-1 = agonists of human nuclear receptor NR2E3 | GST-NR2E3/biotin-RetCOR TR-FRET, 1536-well | inhibition of corepressor binding, % at 4.78 µM | 320,000 tested, 0.12% active | AID 2300;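 active = percent inhibition above the cutoff of mean plus 3 SD of all tested compounds, set per screening campaign, cut at about 20% in these data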;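 also: 0% = DMSO wells and 100% = biotin wells as full block of FRET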
# Target sequence (Q9Y5X4 whole entry, looked up): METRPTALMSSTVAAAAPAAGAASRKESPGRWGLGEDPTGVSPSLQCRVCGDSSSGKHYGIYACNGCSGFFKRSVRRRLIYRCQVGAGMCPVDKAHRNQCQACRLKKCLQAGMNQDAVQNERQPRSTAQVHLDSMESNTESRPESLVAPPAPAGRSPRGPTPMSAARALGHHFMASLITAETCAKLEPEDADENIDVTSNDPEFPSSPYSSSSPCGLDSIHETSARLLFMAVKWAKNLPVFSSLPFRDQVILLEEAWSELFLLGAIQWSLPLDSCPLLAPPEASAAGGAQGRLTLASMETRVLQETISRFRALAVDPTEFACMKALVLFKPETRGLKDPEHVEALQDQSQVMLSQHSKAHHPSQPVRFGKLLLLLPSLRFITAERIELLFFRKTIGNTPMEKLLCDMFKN
#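 System: GST-NR2E3 and biotin-RetCOR proteins; probe or stimulus: 7 nM biotin-RetCOR; doses: compound at 4.8 µM, single dose; schedule: Compound–protein incubation for 5 h at 4 °C; detection: time-resolved FRET; read-out: percent inhibition; controls: biotin wells as high control, 0.6% DMSO wells as low control; format: 1536-well plates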
# Peg3 prom inh = Peg3 promoter activity inhibition; HeLa PEG-Prom luciferase reporter, luminescence, overnight; inhibition, % at 20 µM; 360,000 tested, 1.7% active; AID 588405;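 active = inhibition of at least 50% at 20 µM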
# CF NFkB inh = blocks PAF-induced NF-kB reporter in cystic fibrosis cells; inhibition, % at 5 µM; 360,000 tested, 0.86% active; AID 588850; KKLEB NF-kB-GFP reporter, GFP fluorescence overnight;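 active = at least 50% inhibition at 5 µM, scaled per plate between neutral and stimulator controls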;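 also: PAF is a Pseudomonas aeruginosa culture filtrate used as stimulus; plate controls were PAF-stimulated DMSO wells for no effect and unstimulated DMSO wells for full effect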
# Shn3 inh set2 = inhibitors of Schnurri-3 3'UTR reporter in osteoblasts | Clone20 osteoblast Shn3 3'UTR firefly luciferase, 24 h | inhibition, % at 12.5 µM | 360,000 tested, 0.52% active | AID 588674;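 active = mean inhibition of at least 75% with every replicate also reaching 75%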;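 also: 0% = median of neutral control wells and 100% = pilot-screen positive control compound; some compounds past the cut are filed as inactive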
# hiPSC survival = enhancers of human iPSC single-cell survival; survival enhancement, % at 20 µM; 360,000 tested, 0.044% active; hiPSC single-cell survival, ATPlite luminescence; 100% = ROCK inhibitor wells, 0% = DMSO; AID 602274; in the data active = survival enhancement above about 18%;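 also: cells exposed to compounds for 16 hours before the ATP read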
# NR2E3 ag-2 = agonists of human NR2E3 nuclear receptor | AID 602229 | 360,000 tested, 0.35% active | CHO-S Gal4-NCOR/VP16-NR2E3 two-hybrid, luciferase | Q9Y5X4 | inhibition of corepressor binding, % at 3.98 µM;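 active = inhibition above the mean of all tested compounds plus 3 SD, cut at about 70% in these data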;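 also: 0% = DMSO with NR2E3 transfected cells and 100% = cells lacking NR2E3 construct; higher means lower luciferase signal from less NR2E3 corepressor binding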
# HIF-2a inh = blocks HIF-2a reporter activity; 786-0 RCC cells HIF-2a reporter, luciferase luminescence, overnight; inhibition, % at 18.8 µM; 360,000 tested, 0.72% active; AID 624352;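 active = inhibition of the luminescence signal of 40% or more relative to plate controls, in a single-dose primary screen at 18.75 µM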
# aDG glyco act = increases alpha dystroglycan glycosylation. AID 624168. Pro5-aDG cells, alpha-DG glycosylation AlphaScreen (IIH6); 0% Pro5, 100% B10-LARGE cell signal. 360,000 tested, 0.22% active. activation, % at 10 µM;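 active = activation of at least 8% versus controls, or a plate z-score of at least 8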;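 also: Pro5 are CHO cells carrying HIG-tagged alpha-DG that lacks glycosylation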
# TWEAK-Fn14 inh = inhibitors of TWEAK-Fn14 interaction signaling | 360,000 tested, 2% active | TWEAK-stimulated Fn14 reporter cells, luciferase luminescence, 8 h | inhibition, % at 10 µM | AID 1159606; in the data active = inhibition above about 50%
# An asterisk follows results filed as active; . = not tested or not shown. The order is random, and some 4.4% of all compounds hit somewhere here.
SMILES,MITF TRPM1 inh,KKLEB tox,NR2E3 ag-1,Peg3 prom inh,CF NFkB inh,Shn3 inh set2,hiPSC survival,NR2E3 ag-2,HIF-2a inh,aDG glyco act,TWEAK-Fn14 inh
Oc1c(C=Nc2ccccc2)sc2ccccc12,-18,-11,-1,-174,0,-54,-2.2,-31,-267,0.3,67*
Cc1ccccc1NCCNc1ccccc1C,-2,8,2,-11,-12,-24,-0.5,-8,-49,-0.3,-9
Cc1ccc(S(=O)(=O)NC(C)C(=O)NC(C)c2cccs2)cc1 (stereo not drawn),11,-3,1,-5,10,-12,0.4,-4,3,0.0,1
CCN(CC)CCNC(=O)c1c(C)oc2cc(Br)c(OC)cc12,8,-8,0,12,12,12,-1.6,-19,-11,1.0,-29
O=C(c1ccc(Cl)cc1)N1CCN=C1c1ccccc1,-7,8,-3,6,2,3,-1.2,-24,10,-0.1,1
O=C(CN(C(=O)CNC(=O)c1ccco1)c1ccc2c(c1)OCCO2)NC1CCCCC1,-1,-1,1,-5,-8,-5,0.3,-27,12,-0.1,13
O=C(NCCS(=O)(=O)N1CCCCCC1)c1ccccc1,1,-20,-5,9,15,-7,-0.5,-16,16,0.0,-12
NCCSC1CC(=O)N(c2ccc(F)cc2)C1=O (stereo not drawn),-15,15,2,-4,-11,-12,0.1,-21,-18,0.1,8
CCOC(=O)N1CCC(NC(=O)CSCc2nc(-c3cccc(OC)c3)oc2C)CC1,10,9,1,11,-1,13,-1.0,-3,9,0.2,-3
O=C(Nc1ccc(N2CCN(C(=O)c3ccco3)CC2)cc1)c1cc(Br)ccc1Cl,7,-14,0,19,21,36,0.3,-19,18,0.2,30
Cc1cc(C)n(C(=O)CNc2ccc(C)c(C)c2)n1,-3,0,0,-106,-14,-23,3.4,-25,-154,-0.2,-34
CCCCC12CN3CCN(CC(C3)/C1=N\NC(=O)Nc1ccccc1)C2,5,2,3,-6,15,16,-0.3,25,-12,0.3,32
O=C(NC1CCCCC1)NC1CCN(C(=S)NCc2ccco2)CC1,-13,1,0,-67,8,5,1.8,3,-15,-0.2,-6
CC1CCC(NC(=O)COC(=O)c2ccco2)CC1 (stereo not drawn),-4,3,2,-22,-14,-7,0.1,-20,-2,0.2,-11
O=C(C1=NN[C@@H]2C(=O)N(c3ccccc3C(F)(F)F)C(=O)[C@H]12)c1ccc2ccccc2n1,-3,10,-1,-54,-28,-7,0.6,-7,-93,0.3,-22
O=C(O)Cn1c(=S)sc2ccccc21,17,3,2,7,7,3,-0.8,-4,0,0.2,-4
CCc1ccc(C(=O)NNC(=O)C2CSC3(C)CCC(=O)N23)cc1 (stereo not drawn),-3,8,-2,7,1,-2,0.1,-17,16,0.2,-21
COc1ccc(-c2cn[nH]c2-c2ccc(OC)cc2O)cc1,6,-5,1,28,72*,21,-0.5,-67,9,0.0,78*
Cn1c2ccccc2c(=O)c2ccc(Cl)cc21,.,12,.,-136,-157,-12,1.7,-12,-123,0.1,-87
Cc1oc2c(C)c3oc(=O)c(CCC(=O)N4C[C@H]5C[C@@H](C4)c4cccc(=O)n4C5)c(C)c3cc2c1C,-10,-17,2,-3,14,8,1.8,-10,3,0.4,-20
Cc1cccc(CNC(=O)Cn2ccc3cc(S(=O)(=O)N4CCCCCC4)ccc32)c1,-6,9,2,17,-9,9,0.2,-9,-5,0.4,21
O=C(CCc1nc(-c2ccccc2)no1)NCc1ccco1,10,6,2,-9,-6,-2,-0.8,-24,-32,0.3,10
COc1ccc(N(C(=O)COc2ccc(F)cc2)S(=O)(=O)c2ccc(C)cc2)cc1,-1,6,-1,7,14,-8,2.1,17,13,0.0,17
CCOc1ccc(-c2cc(C(=O)N3CCC(C)CC3)c3ccccc3n2)cc1,-39,-41,2,-139,36,-13,-0.3,-40,-186,1.1,4
O=C(NCCN1CCc2ccccc2C1)C1CCN(S(=O)(=O)N2CCCCC2)CC1,13,5,0,16,2,-11,0.8,-1,1,0.0,18
CCOCCCNC(=O)C1CCN(C(=O)Nc2ccc(Cl)cc2)CC1,3,-6,-1,2,-5,11,0.5,-21,18,-0.1,4
N/C(=N\OC(=O)Nc1ccc(Cl)cc1)c1ncc(C(F)(F)F)cc1Cl,-20,2,1,-138,5,2,0.7,-26,-152,-0.1,-12
O=C(CCc1nnc(CCc2c[nH]c3ccccc23)o1)NC1CCC1,-43,7,-3,-240,-12,-77,0.8,-79,-282,0.1,-17
COc1ccc(NC(=O)CN(C)CC(=O)Nc2ccc3c(c2)CCC3)cc1,-3,-5,-2,4,-14,0,-0.5,-8,-1,0.6,-22
CC(=O)N1CCN(C(=O)c2cccc(S(=O)(=O)Nc3c(C)n(C)n(-c4ccccc4)c3=O)c2)CC1,5,1,.,1,15,4,-0.4,16,5,0.0,8
CCOC(=O)C1CCN(C(=O)Cc2c(C(=O)O)[nH]c3ccccc23)CC1,15,-5,-2,6,6,-7,0.2,6,8,0.2,14
CCCc1c(C)nc(N2CCN(c3ccc(F)cc3)CC2)[nH]c1=O,1,-14,3,20,-16,12,0.0,-11,4,0.1,3
Cc1noc(N)c1C(=O)Nc1ccc(C(C)(C)C)cc1,-87,-1,1,-263,-37,-55,-4.4,-46,-275,0.1,9
O=C(CSc1ncnc2scc(-c3ccccc3)c12)NCc1ccc2c(c1)OCO2,-10,-9,-6,27,13,-2,3.1,-29,15,1.0,27
Fc1ccccc1CNCCC(Cc1ccccc1)c1ccc2c(c1)OCO2 (stereo not drawn),-2,-4,1,28,7,56,-1.4,-15,26,1.1,-19
Cc1cc(C)cc(C(=O)NC(CC(N)=O)c2ccc(NC3CCCCCCCCCCC3)c([N+](=O)[O-])c2)c1 (stereo not drawn),-21,-18,5,-6,7,-5,-3.5,-18,10,-0.4,3
O=c1cc(-c2ccccc2)nc2n1Cc1ccccc1-2,6,-6,2,-23,-32,-21,-1.6,-36,-49,0.1,5
Cc1cc(C)c2c(CN3CCN(C)CC3)cc(=O)oc2c1,4,-5,-2,13,-2,11,-1.5,16,2,0.2,-13
O=C(c1cccc([N+](=O)[O-])c1)N1CCN(c2cccc(Cl)c2)CC1,1,-26,3,17,28,4,5.8,4,13,0.2,7
Cc1[nH]n(-c2ccccc2)c(=S)c1C=Nc1cccc([N+](=O)[O-])c1,9,-2,-3,11,3,-5,-2.1,-35,11,-0.1,3
Cn1c(=S)n(C)c2ccccc21,2,-8,3,0,6,-9,-0.6,-30,55*,-0.1,2
C=C(C)C1CC=C(C)/C(=N/NC(=O)C2CC2c2ccccc2)C1 (stereo not drawn),6,4,1,16,-3,5,0.4,-4,6,0.0,19
CCOC(=O)[C@H]1[C@H]2COc3cc(OC)ccc3[C@@H]2N2C(=O)c3cc(C)ccc3NC(=O)[C@@]12C,0,2,2,7,4,4,-0.7,19,10,0.3,2
Cc1ccc(C(=O)CCC(=O)NNC(=O)c2ccccc2O)cc1,7,-12,1,-1,5,-1,-1.4,-25,5,0.1,0
CCN(CC)C(=O)COc1ccc2c(c1)C(=O)CC(C)(C)O2,6,-14,-1,-25,8,0,0.0,12,-22,0.1,-1
N#Cc1c(-n2cccc2C=O)sc2c1CCCC2,1,4,5,-6,14,9,-0.9,-10,5,0.0,18
CC(OC(=O)c1ccc(NC(=O)CC#N)cc1)C(=O)NC(c1ccccc1)c1ccccc1 (stereo not drawn),-7,-1,.,5,-18,3,0.3,6,8,-0.2,5
COc1cccc(/C=C/C(=O)c2ccc(NC3=NCCCS3)cc2)c1,4,-25,5,28,42,15,-1.8,-5,-25,-0.2,29
Cc1ccc(CNS(=O)(=O)/C=C/c2ccc3c(c2)OCO3)cc1,9,5,-1,1,6,-10,-0.8,-2,-3,0.2,-4
COc1ccccc1NC(=O)C(C)N(C)Cc1ccc(Cl)s1 (stereo not drawn),-4,2,0,11,8,9,0.9,-3,0,0.1,-8
COc1ccc2c(c1)c(=O)oc1cc(OC(C(=O)O)c3ccccc3)ccc12 (stereo not drawn),2,-10,2,25,-6,-1,0.9,5,21,-0.1,-17
C=CCc1cccc(/C=N/NC(=O)C(C)Nc2cccc(C)c2)c1O (stereo not drawn),14,-13,0,50*,38,-2,-2.6,6,21,-0.2,43
COc1ccccc1NC(=O)c1c(Br)cnn1C,6,0,1,-23,-2,2,0.8,12,9,-0.2,6
Oc1ccc(N=Nc2ccc3c(c2)OCCO3)c2ncccc12,73*,-3,4,-34,-22,95*,-0.8,37,4,-0.8,82*
Cc1nnc(SCCCn2c(N3CCN(c4ccccc4)CC3)nc3c2c(=O)[nH]c(=O)n3C)s1,-6,-11,-3,32,37,14,0.9,-13,9,-0.4,-1
Nc1cc(N)nc(SCC(=O)NNC(=O)c2ccc(Cl)cc2)n1,3,-15,1,-7,-3,-21,-2.0,0,14,0.0,1
CC(C)[C@H](NC(=O)N1CCn2c1nc1ccccc12)C(=O)N[C@@H](C(=O)O)c1ccccc1,-7,-3,-2,-4,11,-9,0.4,-14,3,-0.3,11
O=C(Cc1ccc(Cl)cc1)Nc1ccc(N2CCN(C(=O)c3ccco3)CC2)cc1,5,10,4,12,-12,90*,2.0,5,19,0.1,0
CC(C)CN(CCNC(=O)CN1C(=O)COc2ccc(S(=O)(=O)N3CCC(C)CC3)cc21)CC(C)C,4,-9,0,-14,9,1,-0.3,3,5,0.1,6
CS(=O)(=O)NCCNc1cc(Cl)ccc1[N+](=O)[O-],-1,11,-1,-13,-26,73,0.4,-6,19,-0.2,-10
COCCN1C(=O)/C(=C2/C(=O)N(CC(=O)Nc3ccccc3Cl)c3ccccc32)SC1=S,10,8,3,3,3,-14,2.4,-17,12,0.1,13
O=C(CNC(=O)c1ccc(Br)o1)NC1CCCCC1,1,8,4,6,-54,-4,0.5,-32,-2,0.1,3
Cc1ccc(C2(C)NC(=O)N(CC(=O)N3c4ccccc4NC(=O)CC3C)C2=O)cc1 (stereo not drawn),-5,2,0,3,-25,-2,-0.1,1,8,0.0,-3

# Screens as filed in PubChem.
